697 NFkB inh – inhibitors of PMA/ionomycin-induced NF-kB reporter, 697 cells, primary screen, B-cell NF-kB inhibitor project, cell-based, luminescence, uHTS. 697 B-cell NF-kB luciferase reporter, 16 h. inhibition, % at 4 µM. 330,000 tested, 0.33% active; in the data active means inhibition above about 35%
CXCR6 inh – CXCR6 receptor inhibitors, primary screen, cell-based, beta-arrestin, luminescence, CHO-K1 PathHunter, 1536-well; 360,000 tested, 0.36% active; inhibition, % at 20 µM; C-X-C chemokine receptor type 6 (Homo sapiens), O00574; in the data active means inhibition above about 34%, passing the limit was not always enough;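 further: antagonist mode with CXCL16 agonist at 10 nM final; 0% = 10 nM CXCL16 with DMSO and 100% = unstimulated wells without agonist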
Gli-Sufu antag – Gli-Sufu pathway antagonists, primary screen, luciferase luminescence, Sufu-KO-LIGHT cells, uHTS; inhibition, % at 5 µM; Sufu-KO-LIGHT fibroblasts, Gli luciferase reporter luminescence; AID 588413, 2011; 340,000 tested, 0.74% active;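 active means inhibition above about 55%, limit read from the data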;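 further: 0% = DMSO-treated cells and 100% = wells with medium but no cells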
Jurkat NFkB inh – inhibitors of induced NF-kB luciferase reporter, primary screen, TCR NF-kB activation inhibitor project, cell-based, luminescence, uHTS; Jurkat, PMA/ionomycin-induced NF-kB luciferase reporter; inhibition, % at 4 µM; 330,000 tested, 0.53% active; in the data active means inhibition above about 50%
UBC13 inh – UBC13 polyubiquitin chain formation inhibitors, primary screen, biochemical, TR-FRET, uHTS. inhibition, % at 20 µM. 330,000 tested, 0.47% active. AID 485273, 2010; in the data active means inhibition above about 45%, passing the limit was not always enough
CCR6 antagonist – CCR6 receptor antagonists, primary screen, cell-based, CHO-K1, luminescence, beta-arrestin, uHTS; 340,000 tested, 0.49% active; inhibition, % at 20 µM; AID 493098, 2011; C-C chemokine receptor type 6 (Homo sapiens), P51684; CHO-K1 CCR6 PathHunter beta-arrestin, CCL20-stimulated;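 active means compounds whose inhibition of the agonist-driven luminescence signal at 20 µM reaches about 50%, limit read from the data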;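 further: cells stimulated with CCL20 at 14 nM final; plate controls were DMSO with CCL20 for no effect and DMSO without agonist for full effect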
Target sequence (P51684 whole entry, looked up): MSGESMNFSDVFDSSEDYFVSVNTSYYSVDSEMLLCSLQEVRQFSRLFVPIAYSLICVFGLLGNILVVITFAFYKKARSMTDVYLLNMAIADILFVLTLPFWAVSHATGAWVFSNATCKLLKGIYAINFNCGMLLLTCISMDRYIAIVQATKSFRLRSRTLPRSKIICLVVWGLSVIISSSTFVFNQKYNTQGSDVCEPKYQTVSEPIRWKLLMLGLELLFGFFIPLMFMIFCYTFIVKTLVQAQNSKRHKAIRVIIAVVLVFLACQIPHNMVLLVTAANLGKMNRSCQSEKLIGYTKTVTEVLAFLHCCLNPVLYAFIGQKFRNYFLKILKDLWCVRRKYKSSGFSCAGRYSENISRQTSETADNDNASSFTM
APJ antag – antagonists of human apelin receptor APJ, primary screen, CHO-K1 cells, beta-arrestin complementation, luminescence; P35414; inhibition, % at 20 µM; 330,000 tested, 0.32% active;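 active means inhibition above about 40% at 20 µM, limit read from the data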;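 further: cells challenged with 10 nM apelin-13 agonist together with compound; plate controls were apelin-13 plus DMSO wells for no effect and DMSO wells lacking apelin-13 for full effect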
Target sequence (P35414 whole entry, looked up): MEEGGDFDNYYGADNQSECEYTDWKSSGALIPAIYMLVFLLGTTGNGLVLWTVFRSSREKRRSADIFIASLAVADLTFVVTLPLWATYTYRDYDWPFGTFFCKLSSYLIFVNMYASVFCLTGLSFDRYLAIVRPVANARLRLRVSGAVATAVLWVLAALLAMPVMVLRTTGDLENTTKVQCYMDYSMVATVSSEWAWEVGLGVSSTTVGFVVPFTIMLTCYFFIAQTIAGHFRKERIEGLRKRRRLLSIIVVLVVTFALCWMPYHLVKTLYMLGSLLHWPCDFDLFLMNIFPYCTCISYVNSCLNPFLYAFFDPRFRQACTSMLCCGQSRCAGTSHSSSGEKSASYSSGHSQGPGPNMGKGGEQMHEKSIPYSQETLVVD
EBI2 block – EBI2 receptor antagonists, beta-arrestin recruitment, primary screen, cell-based, luminescence, 7a,25-OHC stimulation, uHTS; G-protein coupled receptor 183 (Homo sapiens), P32249; 7a,25-OHC stimulated; inhibition, % at 5 µM; 360,000 tested, 0.81% active; AID 651636, 2012; in the data active means inhibition above about 38%;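 further: enzyme fragment complementation signal reports receptor beta-arrestin coupling in cells; 0% = agonist plus DMSO wells and 100% = wells without agonist; some results beyond the cut were filed as inactive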
Target sequence (P32249 whole entry, looked up, the tested form may be a part): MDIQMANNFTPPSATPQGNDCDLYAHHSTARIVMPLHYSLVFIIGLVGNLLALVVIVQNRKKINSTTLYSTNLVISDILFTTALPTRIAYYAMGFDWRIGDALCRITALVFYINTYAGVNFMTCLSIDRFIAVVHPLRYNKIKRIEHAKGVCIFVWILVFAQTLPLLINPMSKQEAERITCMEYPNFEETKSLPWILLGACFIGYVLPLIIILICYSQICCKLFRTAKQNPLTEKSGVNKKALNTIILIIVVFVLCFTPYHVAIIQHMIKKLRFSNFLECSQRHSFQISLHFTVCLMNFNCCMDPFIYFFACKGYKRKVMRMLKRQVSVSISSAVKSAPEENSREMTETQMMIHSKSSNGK
* = called active by the depositor; . = not tested or not shown.

Second line of a record: 697 NFkB inh	CXCR6 inh	Gli-Sufu antag	Jurkat NFkB inh	UBC13 inh	CCR6 antagonist	APJ antag	EBI2 block
1: CCCCn1c(N)c(Sc2ccc(Cl)cc2)c(=O)[nH]c1=O
    6	-8	1	3	-8	-10	-7	2
2: CC(=O)Nc1ccc(NC(=O)c2ccc3c(c2)C(=O)N(c2ccccc2C)C3=O)cc1
    12	11	51	-2	1	8	-5	-1
3: Cc1ccc(C(=O)N=c2sccn2C)cc1C
    -109	10	-125	-150	-8	-3	-8	0
4: COc1ccc(Oc2ccc(C(F)(F)F)cc2NC(=O)c2ccc(OC)cc2)cc1
    -3	7	17	-11	-7	13	3	6
5: Cc1cccc(C)c1OCCn1nnc2ccccc21
    -10	5	5	7	8	13	9	7
6: Nc1ccc(C(=O)N2N=C(c3ccccc3)CC2(O)C(F)(F)F)cc1 (stereo unspecified)
    -2	5	-7	-6	23	5	5	1
7: COC(=O)c1[nH]c2ccc(Cl)cc2c1NC(=O)Oc1ccccc1
    -23	-15	-26	-17	-5	6	-11	1
8: Cc1ccccc1C(=O)NC(CC(C)C)C(=O)OCC(=O)c1c(N)n(C)c(=O)n(C)c1=O (stereo unspecified)
    16	5	0	6	-3	10	-9	-14
9: CCC1(c2ccccc2)NC(=O)N(CC(=O)NNC(=O)COc2ccc(Cl)cc2C)C1=O (stereo unspecified)
    16	7	-3	11	1	-6	-7	-2
10: COc1ccc(C(CNC(=O)c2cccc(S(=O)(=O)Nc3ccc(C)cc3)c2)N2CCOCC2)cc1 (stereo unspecified)
    17	2	12	-1	-6	13	3	8
11: COc1ccc(/C=N/NC(=O)c2nn(C)cc2Br)cc1CSCc1ccco1
    11	-2	-4	-1	-4	10	-9	4
12: COc1ccccc1C(=O)Nc1nsc(-c2ccccc2)n1
    -72	0	-61	-84	11	10	4	0
13: O=C(CCSCc1ccccc1Cl)N1CCN(c2cccc(Cl)c2)CC1
    15	14	-4	-4	3	17	26	5
14: O=C(NCc1cccc(Cl)c1)c1ccc2c(c1)OCO2
    14	-6	-7	1	2	3	0	0
15: O=C(CSCc1ccc(Cl)cc1)Nc1cc([N+](=O)[O-])ccc1O
    8	13	-1	3	-1	26	14	-1
16: Cn1c(SCC(=O)Nc2ccccc2F)nnc1C1CCCCC1
    -13	3	-3	-21	-2	13	-5	-13
17: COc1ccc2[nH]c(C(=O)O)c(CCNC(C)=O)c2c1
    5	9	-7	0	10	-2	-28	-13
18: Cc1ccc(S(=O)(=O)NC(CCc2ccccc2)CC(=O)C(C)(C)C)cc1 (stereo unspecified)
    13	.	15	-12	13	7	3	.
19: CC(C)C(=O)Nc1ncc(Cc2ccccc2Cl)s1
    -14	-6	4	-8	-4	13	-3	12
20: O=C(NOCc1ccccc1)OCc1ccccc1
    .	-5	-55	.	.	10	.	-4
21: N#Cc1ccc(-c2ccccc2)nc1SCC(=O)c1cccc(Cl)c1
    4	6	-3	-6	5	7	-16	34
22: COc1cccc(C(=O)NC(Cc2ccccc2)c2ccc3c(c2)OCCCO3)c1 (stereo unspecified)
    9	5	-5	0	-1	12	16	9
23: COc1cc(/C=N/NC(=O)c2ccncc2)ccc1OC(=O)c1cccc(F)c1
    -14	-14	-12	-12	-2	5	-31	9
24: O=C(NCCc1ccccc1)c1cc(=O)[nH]c2ccccc12
    16	-8	-15	-2	14	-6	8	1
25: Cc1ccccc1OCc1nc(-c2cccnc2)no1
    -18	-7	-24	-39	4	18	2	-9
26: COC(=O)C1C(=O)N2CCCSC2=C(C#N)C1c1cccs1 (stereo unspecified)
    22	5	-6	9	-2	5	10	-6
27: CCOc1ccc(S(=O)(=O)NCCSc2ccccc2)cc1
    6	-6	-2	12	-4	0	-8	4
28: O=C(c1ccc(NS(=O)(=O)c2cccc3cccnc23)cc1)N1CCCCC1
    -2	0	-1	1	4	2	5	-7
29: CC(C)Oc1ccccc1/C=N/NC(=O)c1ccccc1Cl
    10	-4	-11	-6	-7	14	28	-2
30: CN1C(=O)C(O)(c2sc(N)nc2-c2ccccc2)c2ccccc21 (stereo unspecified)
    -16	3	3	5	-7	-11	-5	11
31: CC(C)CC(=O)Nc1ccc(-c2cn3ccsc3n2)cc1
    -135	-1	-55	-110	1	12	-11	6
32: CC(CN1CCCC1)OC(=O)COc1ccccc1 (stereo unspecified)
    14	4	-27	5	0	4	-1	-12
33: CCOc1ccc(C(CC(=O)O)NC(=O)c2ccco2)cc1OC (stereo unspecified)
    10	-4	33	9	6	13	18	-6
34: CC(CCc1ccccc1)NC(=O)COC(=O)c1cc(NS(=O)(=O)c2ccc(Cl)c([N+](=O)[O-])c2)ccc1O (stereo unspecified)
    1	-5	4	3	-18	-13	4	23
35: Cc1onc(-c2ccccc2)c1C(=O)Nc1nc2c(s1)C(=O)CC(C)(C)C2
    10	-9	1	-3	3	9	18	3
36: O=C(O)CCCNS(=O)(=O)c1ccc2c(c1)OCCCO2
    -12	-3	0	5	8	-10	7	-11
37: COc1ccc(Cl)cc1NC(=O)CCCN1C(=O)CCC1=O
    16	2	2	-4	14	-3	22	-6
38: NC(=O)C1CCN(C(=O)C2CCC(=O)N(CC3CCCCC3)C2)CC1 (stereo unspecified)
    -9	3	-8	18	-11	-4	5	0
39: COc1ccc(C(=O)Oc2c(CN3CCOCC3)cc(Cl)c3cccnc23)cc1
    13	7	6	3	-4	24	7	4
40: O=c1c(-c2ccc(Br)cc2)coc2c(CN3CCOCC3)c(O)ccc12
    4	5	24	-3	12	-8	14	16
41: CC/C=C(/NC(C)=O)c1ccccc1
    20	2	-5	-2	1	2	1	12
42: COc1ccc(-n2nnnc2-c2cn(C)nc2C(F)(F)F)cc1
    -2	-5	6	9	-4	-7	14	1
43: CC(NC(=O)CCCCCNC(=O)N1CCn2c1nc1ccccc12)c1ccccc1 (stereo unspecified)
    -1	1	-23	-14	-9	13	9	11
44: COc1cc(OC)cc(-c2nc3ccccc3c(=O)o2)c1
    -107	1	-4	-4	4	11	-9	-5
45: CCC(=O)N1CCc2cc(Br)cc(S(=O)(=O)NCc3ccco3)c21
    8	7	2	5	-9	-5	-9	0
46: CC(C)C(OC(=O)CN1C(=O)c2ccccc2C1=O)C(=O)NC1CCCC1 (stereo unspecified)
    2	6	-20	4	-2	18	6	-5
47: CC1=C(C(=O)OC(C)(C)C)C(c2ccc3ccccc3c2)NC(=O)N1C (stereo unspecified)
    7	5	15	5	4	11	-1	3
48: O=C(CNC(=O)c1ccc(Cl)cc1Cl)OCc1nc2ccccc2s1
    0	-3	-7	-5	13	-4	2	-5
49: CCN(CC)C1CCN(C(=O)c2ccc(OC3CCN(Cc4ccccn4)CC3)cc2)C1 (stereo unspecified)
    0	9	-14	-16	-5	13	6	4
50: CS(=O)(=O)N(CC(=O)N1CCN(Cc2ccc3c(c2)OCO3)CC1)C1CCCCC1
    13	-1	-9	11	-2	-2	11	3
51: OCc1ccccc1CN1CCCCCC1
    3	-7	8	1	5	3	-11	10
52: COC(=O)CCN1CCC(c2cc(-c3cccc(C(F)(F)F)c3)n[nH]2)CC1
    -10	2	-7	-3	-2	9	-5	-11
53: CCCCCCCCn1c(=O)c(C(=O)OC)c(N)c2ccccc21
    -18	-7	67*	17	-2	14	-2	1
54: CCOc1ccc2oc(C(=O)Nc3ccc4c(c3)OCO4)c(C)c2c1
    -58	-5	-15	-58	6	8	20	4
55: CCC(=O)NC(=S)Nc1ccc(S(=O)(=O)NC(C)C)cc1
    -32	-2	-2	15	12	8	-16	-5
56: NS(=O)(=O)c1ccc(N2CCOCC2)c(C(=O)NCCCSc2ccccc2)c1
    18	-7	3	4	4	8	9	2
57: CC(C)CN1CCC(=O)N([C@H](CO)c2ccccc2)CC1
    27	.	3	47	7	12	3	.
58: Cc1ccccc1OCC(=O)Nc1ccc(N2CCN(C(=O)c3ccco3)CC2)cc1
    11	-17	-2	17	-8	10	3	0
59: Nc1c(Br)c(=O)[nH]c(=O)n1-c1ccc(F)cc1
    1	9	-4	-8	6	-7	2	-6
60: O=C(NCc1ccc2c(c1)OCO2)c1ccc(C2SCC(=O)N2Cc2ccco2)cc1 (stereo unspecified)
    8	5	1	4	-2	11	0	27

Among those listed so far, these have a tert-butyl group:
Second line of a record: 697 NFkB inh	CXCR6 inh	Gli-Sufu antag	Jurkat NFkB inh	UBC13 inh	CCR6 antagonist	APJ antag	EBI2 block
18: Cc1ccc(S(=O)(=O)NC(CCc2ccccc2)CC(=O)C(C)(C)C)cc1 (stereo unspecified)
    13	.	15	-12	13	7	3	.
47: CC1=C(C(=O)OC(C)(C)C)C(c2ccc3ccccc3c2)NC(=O)N1C (stereo unspecified)
    7	5	15	5	4	11	-1	3

Following part
Second line of a record: 697 NFkB inh	CXCR6 inh	Gli-Sufu antag	Jurkat NFkB inh	UBC13 inh	CCR6 antagonist	APJ antag	EBI2 block
61: C/C(CC(=O)Nc1ccc2c(c1)OCCO2)=N\NC(=O)COc1ccccc1C
    11	-1	26	3	10	6	12	5
62: Cc1cc(C)c(NC(=O)CNC(=O)COC(=O)/C=C/c2cccs2)c(C)c1
    10	-5	-21	10	-1	19	8	-10
63: O=C(c1ccc(Br)cc1)N1CCN(c2ncccn2)CC1
    8	1	-3	5	3	4	3	22
64: O=C(COS(=O)c1ccccc1)Nc1cc(Cl)ccc1N1CCOCC1 (stereo unspecified)
    7	4	3	9	-6	9	4	4
65: Cc1nn(C)cc1CN(C)C(=O)c1nn2c(c1Cl)NC(c1cccs1)CC2C(F)(F)F (stereo unspecified)
    -30	-17	-4	-13	-5	-6	7	-8
66: Cc1ccc(S(=O)(=O)N2CCN(c3cccc(C)c3)CC2)cc1
    -18	-1	2	11	-3	12	4	3
67: O=C(c1cccc(Cl)c1)N1CCCC(C(=O)N2CCN(c3ccccc3)CC2)C1 (stereo unspecified)
    2	-5	-4	-1	2	8	-37	-2
68: CCCn1c(N)c(N(CCOC)C(=O)c2ccc([N+](=O)[O-])cc2Cl)c(=O)[nH]c1=O
    -17	-4	1	0	0	15	7	3
69: O=C(/C=C\Nc1ccc(Cl)cn1)c1ccc(Br)cc1
    -158	-2	-83	-127	-3	3	5	-6
70: Cc1ccc(C(=O)Nc2cccnc2)cc1NC(=O)c1ccco1
    5	-12	1	12	6	-4	1	3
71: CCOC(=O)N1CCN(Cc2c(F)cccc2F)CC1
    19	2	9	10	-6	1	5	1
72: O=C1C2C3c4ccccc4C(c4ccccc43)C2C(=O)N1CN1CCOCC1 (stereo unspecified)
    -1	3	7	-3	0	6	10	-7
73: OCC[C@H]1C[C@H](O)[C@@H](O)[C@@]2(CCc3ccccc3CO2)O1
    -2	-3	-9	-3	0	6	6	-6
74: O=S1(=O)C=C(SCc2cccc(Cl)c2)Nc2ccccc21
    -1	-11	0	6	2	3	13	-5
75: COc1ccc(/C=C2\SC(=O)N(CC(=O)N(C)C3CCS(=O)(=O)C3)C2=O)cc1 (stereo unspecified)
    -41	-3	-12	-16	-22	15	20	0
76: N#Cc1cccc(NC(=O)CCC2CCCC2)c1
    -13	2	-14	-8	-8	5	19	8
77: Cc1cc(C(=O)C[N+]2(C)CCOCC2)c(C)n1-c1ccc(Br)cc1
    1	-1	14	5	7	8	3	2
78: O=C(COC(=O)CCC1CCCC1)NCc1ccc(Cl)cc1
    3	7	-24	-10	-2	14	19	0
79: CCOc1ccc(NC(=O)CCCc2cc(-c3ccc(OCC)cc3)on2)cc1
    40*	-6	8	-16	-14	10	-2	12
80: CN(C)S(=O)(=O)c1ccc(C(=O)Nc2cccnc2)cc1
    5	5	-2	-5	5	3	9	4
81: COc1ccccc1-c1cc(C(=O)NC(C)C)no1
    -24	-7	-53	-53	-6	9	-4	-12

Some entries already given, showing only EBI2 block, APJ antag and CXCR6 inh:
No. | Compound | EBI2 block | APJ antag | CXCR6 inh
80 | CN(C)S(=O)(=O)c1ccc(C(=O)Nc2cccnc2)cc1 | 4 | 9 | 5
62 | Cc1cc(C)c(NC(=O)CNC(=O)COC(=O)/C=C/c2cccs2)c(C)c1 | -10 | 8 | -5

Assay outcomes deposited in PubChem BioAssay by Sanford-Burnham Center for Chemical Genomics.
